# Screens (PubChem)
# FadD28 FP inh – blocks FadD28 binding to the bisubstrate probe | fluorescence polarization | inhibition, % at 12.5 µM | 0.22% of 360,000 active; in the data active means inhibition above about 8.5%, passing the limit was not always enough; inconclusive means no clear call, values can overlap the other calls
# FBA Mtb inh – Mtb fructose-bisphosphate aldolase inhibition. inhibition, % at 1 µM. P9WQA3. purified M. tuberculosis FBA, fluorescence read-out. 2.3% of 360,000 active; in the data active means inhibition above about 27%;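 further: 0% = vehicle and 100% = reference inhibitor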
# Target sequence (P9WQA3 whole entry, looked up): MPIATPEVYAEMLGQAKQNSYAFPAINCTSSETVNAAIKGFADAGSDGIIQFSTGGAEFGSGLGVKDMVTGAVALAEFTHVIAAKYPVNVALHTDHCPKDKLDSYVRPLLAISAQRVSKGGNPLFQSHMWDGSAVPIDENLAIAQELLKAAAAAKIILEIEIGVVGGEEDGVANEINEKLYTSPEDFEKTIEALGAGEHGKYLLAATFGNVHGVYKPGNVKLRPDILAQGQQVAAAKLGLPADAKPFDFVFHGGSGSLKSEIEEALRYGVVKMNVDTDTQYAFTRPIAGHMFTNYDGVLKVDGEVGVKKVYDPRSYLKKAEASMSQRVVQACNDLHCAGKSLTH
# CCHFV vOTU inh – blocks the CCHF virus ovarian tumor domain protease. CCHFV vOTU protease, Pep-AMC fluorescence. inhibition, % at 11.5 µM. 0.55% of 370,000 active; further: 0% = vehicle wells with enzyme and 100% = no enzyme wells
# BoNT F protease – blocks Botulinum neurotoxin F light chain protease. Multiplex microsphere protease cleavage assay, flow cytometry. inhibition, % at 10 µM. 0.22% of 360,000 active. AID 588497; in the data active means inhibition above about 35%, passing the limit was not always enough; inconclusive means no clear call, values can overlap the other calls; further: plate controls were buffer without enzyme for full effect and enzyme alone for no effect
# PrPC surface inh – inhibitors of human cell surface prion protein PrPC; P04156; TR-FRET read-out; inhibition, % at 13.8 µM; 0.43% of 370,000 active; in the data active means inhibition above about 24%; further: 0% = median of the test wells and 100% = reference compound wells
# BioA inh – inhibitors of Mycobacterium tuberculosis BioA enzyme | purified M. tuberculosis BioA enzyme, plate reader | inhibition, % at 9.99 µM | 0.096% of 360,000 active | AID 602481; in the data active means inhibition above about 40%; inconclusive means no clear call, values can overlap the other calls
# BoNT A protease – blocks Botulinum neurotoxin A light chain protease. multiplex microsphere protease substrate cleavage, flow cytometry. inhibition, % at 10 µM. 0.17% of 360,000 active; in the data active means inhibition above about 30%; inconclusive means no clear call, values can overlap the other calls; further: plate controls were buffer without enzyme for full effect and enzyme alone for no effect
# GDH-TPI inh – counter-screen for M. tuberculosis FBA inhibitors: GDH-TPI coupled enzymes | AID 588335 | GDH-TPI coupled enzyme counterscreen, NADH absorbance | inhibition, % at 4.8 µM | 1.2% of 360,000 active;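 further: 0% = DMSO wells and 100% = wells lacking the enzyme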
# UGM FP inh – Mtb UDP-galactopyranose mutase inhibition; P9WIQ1; purified UGM, fluorescence polarization probe displacement; inhibition, % at 10 µM; 0.06% of 320,000 active; in the data active means inhibition above about 10%, passing the limit was not always enough; inconclusive means no clear call, values can overlap the other calls
# Target sequence (P9WIQ1 whole entry, looked up): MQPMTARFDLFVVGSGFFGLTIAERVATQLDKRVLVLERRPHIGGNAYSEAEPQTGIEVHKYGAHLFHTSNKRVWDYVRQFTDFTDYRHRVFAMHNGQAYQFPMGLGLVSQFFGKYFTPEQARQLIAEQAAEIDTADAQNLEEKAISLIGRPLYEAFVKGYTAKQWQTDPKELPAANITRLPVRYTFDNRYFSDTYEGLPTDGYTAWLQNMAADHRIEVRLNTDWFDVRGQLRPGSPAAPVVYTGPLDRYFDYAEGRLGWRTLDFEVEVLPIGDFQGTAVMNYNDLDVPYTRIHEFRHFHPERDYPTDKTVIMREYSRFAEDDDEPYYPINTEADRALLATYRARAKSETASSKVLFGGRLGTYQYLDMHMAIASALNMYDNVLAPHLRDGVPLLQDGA
# The depositor's hits bear a star; ? = inconclusive; . = no result given. Unless noted, no stated cut-off is given here; in the data, active means inhibition above about 30%; inactive means the rest. Outcome played no part in choosing rows (roughly 4.8% active in at least one column).
structure | FadD28 FP inh | FBA Mtb inh | CCHFV vOTU inh | BoNT F protease | PrPC surface inh | BioA inh | BoNT A protease | GDH-TPI inh | UGM FP inh
FC(F)(F)c1nnc2c(Sc3ccccn3)nc3ccccc3n12 | -3.0 | 1.0 | 3.7 | 2.7 | 2.2 | 0.7 | 1.4 | 6.4 | 2.9
CCc1ccc(CN(C)C(=O)c2cc(COc3cccc(C(F)(F)F)c3)on2)nc1 | -1.9 | 3.3 | 14.4 | 1.7 | 3.9 | 1.7 | 2.3 | -1.0 | 3.5
O=c1[nH]c(/C=C/c2cccc3ccccc23)nc2ccccc12 | -4.5 | 1.9 | 12.1 | -3.5 | -1.8 | . | -0.1 | 9.2 | 1.3
Cc1cccc(N(CC(=O)N2CCCC2)S(=O)(=O)c2ccccc2)c1C | -2.7 | -0.8 | -6.2 | -11.2 | -5.0 | 19.2 | -1.1 | -3.2 | 0.8
Cc1c(Br)c([N+](=O)[O-])nn1C(C)C(=O)N1CCc2ccccc2C1 (configuration not stated) | -6.6 | -1.4 | 13.3 | -0.8 | -1.0 | 10.9 | 0.0 | -1.3 | 0.6
O=C1c2ccccc2C(=O)N1Cc1nc2ccccc2c(=O)n1CCCN1CCOCC1 | -2.5 | 1.3 | -4.0 | -2.1 | 1.5 | 0.0 | 0.5 | -2.9 | -0.2
O=C(COc1cccc(F)c1)Nc1nc(-c2ccncc2)cs1 | -6.5 | 1.5 | 3.3 | -21.9 | -3.6 | -1.1 | 2.0 | 1.3 | -4.3
CC(=O)c1ccc(N2CCN(C(=O)CCC(=O)c3cccs3)CC2)cc1 | 0.1 | 2.1 | -6.2 | 1.4 | -6.2 | 0.7 | 0.1 | 20.8 | -1.2

# (more compounds)
structure | FadD28 FP inh | FBA Mtb inh | CCHFV vOTU inh | BoNT F protease | PrPC surface inh | BioA inh | BoNT A protease | GDH-TPI inh | UGM FP inh
CC(C)(C)NS(=O)(=O)c1ccc(OCC(=O)NCCC2=CCCCC2)cc1 | -2.9 | 0.9 | 16.2 | -0.3 | 16.2 | 0.5 | 0.6 | -5.5 | 4.7
Cc1cccc(NC(=S)N/N=C/c2cccc(O)c2)c1C | -4.6 | -0.4 | 11.1 | -0.3 | 2.7 | -0.4 | 0.3 | 8.2 | 1.9
COc1cccc(C(=O)OCc2ccccc2C#N)c1O | -0.8 | 1.9 | 4.5 | -4.7 | 1.6 | -1.6 | 0.6 | 10.4 | -2.3
CC(C)C(NC(=O)C1CC(=O)N(Cc2ccccc2)C1)c1nc2ccccc2[nH]1 (configuration not stated) | -2.5 | -1.1 | 3.0 | -1.3 | 6.6 | 2.3 | 0.4 | 6.5 | -0.3
CC1(c2ccc3ccccc3c2)NC(=O)N(CC(=O)N2CCN(Cc3ccccc3)CC2)C1=O (configuration not stated) | -1.0 | 3.5 | . | ? | . | 0.0 | -1.5 | -1.1 | 4.3
CC1CCCCN1C(=O)CNCc1ccc(F)cc1 (configuration not stated) | -1.4 | 1.2 | 6.8 | -3.2 | 0.1 | 1.4 | -3.8 | -1.7 | 3.0
O=C(NNC(=O)C1CCN(c2ncccn2)CC1)c1ccccc1 | -2.3 | 1.5 | -5.2 | -3.5 | 2.0 | . | -0.1 | 3.9 | 2.9
Nc1cc(C(=O)N2CCCC2)cc(C(=O)N2CCCC2)c1 | -3.4 | 2.2 | 1.9 | -1.2 | -0.6 | -1.1 | -0.2 | -6.6 | -1.5

# 12 entries already listed, arranged by SMILES length, falling.
structure | FadD28 FP inh | FBA Mtb inh | CCHFV vOTU inh | BoNT F protease | PrPC surface inh | BioA inh | BoNT A protease | GDH-TPI inh | UGM FP inh
CC1(c2ccc3ccccc3c2)NC(=O)N(CC(=O)N2CCN(Cc3ccccc3)CC2)C1=O (configuration not stated) | -1.0 | 3.5 | . | ? | . | 0.0 | -1.5 | -1.1 | 4.3
CC(C)C(NC(=O)C1CC(=O)N(Cc2ccccc2)C1)c1nc2ccccc2[nH]1 (configuration not stated) | -2.5 | -1.1 | 3.0 | -1.3 | 6.6 | 2.3 | 0.4 | 6.5 | -0.3
CCc1ccc(CN(C)C(=O)c2cc(COc3cccc(C(F)(F)F)c3)on2)nc1 | -1.9 | 3.3 | 14.4 | 1.7 | 3.9 | 1.7 | 2.3 | -1.0 | 3.5
O=C1c2ccccc2C(=O)N1Cc1nc2ccccc2c(=O)n1CCCN1CCOCC1 | -2.5 | 1.3 | -4.0 | -2.1 | 1.5 | 0.0 | 0.5 | -2.9 | -0.2
CC(C)(C)NS(=O)(=O)c1ccc(OCC(=O)NCCC2=CCCCC2)cc1 | -2.9 | 0.9 | 16.2 | -0.3 | 16.2 | 0.5 | 0.6 | -5.5 | 4.7
Cc1cccc(N(CC(=O)N2CCCC2)S(=O)(=O)c2ccccc2)c1C | -2.7 | -0.8 | -6.2 | -11.2 | -5.0 | 19.2 | -1.1 | -3.2 | 0.8
O=c1[nH]c(/C=C/c2cccc3ccccc23)nc2ccccc12 | -4.5 | 1.9 | 12.1 | -3.5 | -1.8 | . | -0.1 | 9.2 | 1.3
O=C(NNC(=O)C1CCN(c2ncccn2)CC1)c1ccccc1 | -2.3 | 1.5 | -5.2 | -3.5 | 2.0 | . | -0.1 | 3.9 | 2.9
Nc1cc(C(=O)N2CCCC2)cc(C(=O)N2CCCC2)c1 | -3.4 | 2.2 | 1.9 | -1.2 | -0.6 | -1.1 | -0.2 | -6.6 | -1.5
Cc1cccc(NC(=S)N/N=C/c2cccc(O)c2)c1C | -4.6 | -0.4 | 11.1 | -0.3 | 2.7 | -0.4 | 0.3 | 8.2 | 1.9
COc1cccc(C(=O)OCc2ccccc2C#N)c1O | -0.8 | 1.9 | 4.5 | -4.7 | 1.6 | -1.6 | 0.6 | 10.4 | -2.3
CC1CCCCN1C(=O)CNCc1ccc(F)cc1 (configuration not stated) | -1.4 | 1.2 | 6.8 | -3.2 | 0.1 | 1.4 | -3.8 | -1.7 | 3.0

# Following part.
structure | FadD28 FP inh | FBA Mtb inh | CCHFV vOTU inh | BoNT F protease | PrPC surface inh | BioA inh | BoNT A protease | GDH-TPI inh | UGM FP inh
CC(C)N1CCC(N2CCN(Cc3ccc4nsnc4c3)CC2CCO)CC1 (configuration not stated) | 0.1 | 3.9 | 7.3 | -5.0 | -18.5 | -3.9 | 0.2 | 7.9 | -0.9
COc1cccc(-c2cc(NC=O)c3ncc(-c4cc(OC)c(OC)c(OC)c4)n3c2)c1 | -3.5 | -2.3 | 5.0 | -0.1 | -0.4 | -1.6 | 0.3 | 5.4 | .
O=C(NCc1nnc(SCC(=O)N2CCN(c3ccccc3)CC2)o1)c1ccccc1 | -4.8 | -5.6 | 6.0 | 5.3 | -4.2 | -0.6 | 1.0 | -3.4 | 0.3
COCCNS(=O)(=O)c1cc(OC)c(C)cc1C | -0.5 | -0.5 | 3.7 | -1.9 | 2.5 | -1.7 | -0.4 | -2.2 | -3.1
C=CCN1C=C2C(=O)C(C)(OC(=O)C3CCCC3)C(=O)C(c3ccccc3)=C2C=C1CCCC(=O)OC (configuration not stated) | -0.7 | 1.1 | 13.8 | -15.2 | -2.7 | -1.8 | 0.8 | 14.7 | 2.9
Clc1ccc(CNc2ccccc2NCc2ccc(Cl)nc2)cn1 | 2.0 | 9.3 | -3.6 | -2.8 | 6.1 | . | 4.3 | 8.0 | 1.4
CCC(C)NC(=O)c1ccc(-n2c(=S)[nH]c3ccccc3c2=O)cc1 (configuration not stated) | -3.6 | -1.1 | -7.5 | 1.4 | -5.7 | -2.0 | -0.5 | -5.0 | -1.8
Cc1c(/C=N/NC(=O)c2ccccc2O)c2ccccn2c1C(=O)c1ccc(F)cc1 | -0.2 | 4.8 | 1.8 | -8.3 | -4.5 | . | 6.4 | 14.7 | .

# (next part)
structure | FadD28 FP inh | FBA Mtb inh | CCHFV vOTU inh | BoNT F protease | PrPC surface inh | BioA inh | BoNT A protease | GDH-TPI inh | UGM FP inh
COc1ccc(CCNc2c(C)c(C)nc3ncnn23)cc1 | 0.2 | 2.3 | -10.7 | -4.5 | 22.0 | -2.3 | 1.0 | 5.4 | -1.1
COc1ccc(C(=O)N2CC3(CC(c4cccc([N+](=O)[O-])c4)=NO3)C[C@H]2C(=O)NCC(N)=O)cc1 (some centres not stated) | 0.3 | 7.5 | -2.6 | -5.8 | -13.3 | 0.4 | -0.2 | 10.0 | 2.6
Cc1ccc(NC(=O)C2=NNC(=O)CC2)cc1S(=O)(=O)Nc1ccc(SC(F)F)cc1 | -3.4 | -3.0 | -1.9 | -6.4 | 3.6 | 4.6 | -0.5 | 1.5 | 0.0
COC(=O)c1ccc(CNC(=O)COC(=O)C2CC3C=CC2C3)cc1 (configuration not stated) | -3.5 | 2.4 | 8.5 | -8.4 | 5.8 | . | -1.9 | -6.1 | -2.0
